# Compound activity: PubChem BioAssay, National Center for Advancing Translational Sciences (NCATS)
# TrxR1 substrate – rat thioredoxin reductase 1 substrate activity | purified TrxR1 substrate turnover, NADPH consumption readout | Potency, µM (doses to about 114 µM), without a hit: at the highest dose activity change, negative = substrate turnover | hit rate 0.01% among 390,000; further: potency means the concentration at half of the fitted maximal effect; on the % scale 0 is the no-effect control and ±100 the full control effect; nearly all actives have a fitted effect of over 50% in size
#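 Rat TrxR1, dispensed at 90 nM, was prereduced with 400 uM NADPH (final) for 5 min at ~22 deg C, then incubated with compound 15 min before 400 uM selenite. A first-read NADPH fluorescence drop versus no-compound background flagged substrates.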
# GRP78 ERSR act – induces the endoplasmic reticulum stress response in human glioma cells; U87-MG GRP78 promoter luciferase reporter, 16 h; Potency, µM, for the others: at the top dose activation, usual class: activators; hit rate 0.02% among 420,000; AID 602332; further: potency means the concentration at half of the fitted maximal effect; series mostly up to about 76 µM; % of control where 0% means no effect; nearly all actives have a fitted effect of over 35% in size
#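 Stably transfected U87-MG human glioma cells carrying a GRP78-based luminescent sensor were seeded at 1000 cells/well, pin-dosed with compounds and incubated 16 h. Luciferase reagent was then added, and end-point luminescence was read after 10 min at room temperature.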
# Vif-APOBEC3G blk – Vif-A3G binding inhibition; Potency, µM (top dose mostly 46.1 µM), for inactives: at the top dose activity, negative = active, most hits filed as inhibitors; hit rate 0.076% among 410,000; Q9HC16; HeLa A3G-eYFP + Vif (tagged APOBEC3G with the HIV-1 protein that degrades it), YFP fluorescence, overnight;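 further: potency means the concentration at half of the fitted maximal effect; on the % scale 0 is the no-effect control and ±100 the full control effect; nearly all actives have a fitted effect of over 60% in size; hits raise eYFP signal because A3G escapes Vif-driven loss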
#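 Read-out is eYFP fluorescence (Ex 488/Em 500-530) from Vif-expressing HeLa A3G-eYFP cells; more signal means A3G escaped Vif-mediated degradation. Cells plated overnight, compound pinned in, incubated overnight at 37 deg C.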
# USP1-UAF1 inh – inhibitors of human USP1/UAF1 deubiquitinase | recombinant USP1/UAF1, Ub-Rhodamine cleavage fluorescence | Potency, µM (series often up to 57.1 µM), without a hit: top-dose activity change, negative = inhibition, hits mostly inhibitors | hit rate 0.23% among 390,000; further: potency means the concentration at half of the fitted maximal effect; on the % scale 0 is the no-effect control and ±100 the full control effect; nearly all actives have a fitted effect of over 60% in size; inactives centre near -12
# Target sequence (O94782 whole entry, looked up): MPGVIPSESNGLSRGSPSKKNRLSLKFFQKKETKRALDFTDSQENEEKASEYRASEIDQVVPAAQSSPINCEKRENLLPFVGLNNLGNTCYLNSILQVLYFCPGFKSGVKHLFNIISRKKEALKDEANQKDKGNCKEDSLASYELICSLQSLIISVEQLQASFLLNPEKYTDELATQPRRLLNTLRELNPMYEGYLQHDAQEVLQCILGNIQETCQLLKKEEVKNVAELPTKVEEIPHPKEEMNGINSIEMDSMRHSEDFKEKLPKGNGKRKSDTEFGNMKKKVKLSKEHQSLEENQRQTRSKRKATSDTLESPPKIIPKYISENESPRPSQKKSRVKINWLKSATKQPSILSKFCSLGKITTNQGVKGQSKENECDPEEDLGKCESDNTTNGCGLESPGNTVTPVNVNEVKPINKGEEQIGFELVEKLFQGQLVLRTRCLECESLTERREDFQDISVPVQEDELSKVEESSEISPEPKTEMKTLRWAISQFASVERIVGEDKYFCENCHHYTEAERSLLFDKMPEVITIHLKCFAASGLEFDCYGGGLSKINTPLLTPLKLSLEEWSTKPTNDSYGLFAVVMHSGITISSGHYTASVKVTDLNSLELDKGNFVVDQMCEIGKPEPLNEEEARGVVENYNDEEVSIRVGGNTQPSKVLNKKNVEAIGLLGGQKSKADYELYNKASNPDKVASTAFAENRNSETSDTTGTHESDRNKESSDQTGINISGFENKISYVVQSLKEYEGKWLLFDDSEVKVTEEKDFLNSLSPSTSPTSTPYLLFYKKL
#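 1 nM enzyme complex + cpd, 15 min RT; start with Ub-Rho 150nM final; kinetic fluorescence ex 480/em 540, 6 reads q60 s. Buffer 50mM HEPES pH 7.8, 0.5mM EDTA, 0.1 mg/ml BSA, 1mM TCEP, 0.01% Tween-20.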
# RXFP1 ag – agonists of human relaxin receptor RXFP1 | Q9HBX9 | HEK293T-RXFP1 cAMP TR-FRET, 30 min; response scale: percent of porcine relaxin response, buffer zero | Potency, µM (titrated, usually from 57.5 µM), for inactives: top-dose activation, actives largely listed as activators | hit rate 0.3% among 370,000 | AID 2676; further: potency means the concentration at half of the fitted maximal effect; on the % scale 0 is the no-effect control and ±100 the full control effect; nearly all actives have a fitted effect of over 60% in size; many of its hits are not listed in these tables
#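 cAMP rise read by TR-FRET after 30 min, 37C compound exposure (up to 58 uM) in RXFP1-transfected HEK293 cells with Ro 20174 present. EC50 from Hill-equation fits, with 29 nM porcine relaxin as 100% and buffer as basal.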
# Vif-A3F inh – inhibitors of Vif-A3F interaction. HeLa A3F-eYFP + Vif (tagged APOBEC3F with the HIV-1 protein that degrades it), YFP fluorescence increase. Potency, µM (highest dose often 46.1 µM), without a hit: at the top dose activity, negative = active. hit rate 0.2% among 390,000; further: potency means the concentration at half of the fitted maximal effect; % of control where 0% means no effect; nearly all actives have a fitted effect of over 65% in size
#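 Fluorescence increase (Ex 488/Em 500-530) after overnight compound treatment at 37 deg C flags inhibition of Vif-driven A3F-eYFP loss in stable HeLa A3F-eYFP/Vif cells seeded overnight beforehand.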
# PI4K2A inh – inhibitors of human PI4K2A. purified PI4K2A, ADP-Glo luminescence, 1 h; active compounds read low. activity change, negative = inhibition, % at 76.9 µM. hit rate 0.13% among 420,000; in the data active means activity change below about -50%; inconclusive means mostly about -30% to -49%;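 further: -100% = wells without enzyme as full effect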
#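 PI4K2A activity was measured by ADP-Glo luminescence: enzyme (4 ug/mL stock) and phosphatidylinositol (1.2 mM stock) in Tris pH 7.5/MgCl2/EGTA/Triton X-100 buffer were reacted with ATP (300 microM stock) for one hour at ambient temperature.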
# mIDH1 inhibitor – blocks human mutant IDH1 R132H enzyme; O75874; IDH1-R132H enzyme, NADPH consumption, diaphorase/resazurin fluorescence; Potency, µM (series often up to 76.6 µM), for inactives: at the highest dose activity change, negative = inhibition, actives largely listed as inhibitors; hit rate 0.093% among 390,000; further: potency means the concentration at half of the fitted maximal effect; on the % scale 0 is the no-effect control and ±100 the full control effect; nearly all actives have a fitted effect of over 65% in size
#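 IDH1-R132H (0.5 ug/mL dispensed) in pH 7.5 Tris buffer was preincubated 30 min with compound, then given a substrate mix of 0.016 mM NADPH and 2 mM alpha-KG for 80 min at room temperature; remaining NADPH was read by diaphorase/resazurin fluorescence.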
# LDHA inh – blocks human lactate dehydrogenase A. activity change, % (values are at about 110 or 230 µM). hit rate 0.15% among 480,000. purified LDHA, NADH/diaphorase-resazurin fluorescence; active compounds read low. P00338. AID 1347041; in the data active means activity change below about -30%; inconclusive means mostly about -25% to -30%;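 further: plate controls were DMSO wells for no effect and wells without enzyme for full effect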
#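 LDH5 2 nM; NADH 0.06 mM, pyruvate 0.2 mM; 200 mM Tris pH 7.4, EDTA, Tween-20; 5 min RT. Detection: diaphorase 0.133 mg/mL + resazurin 37 µM, fluorescence ex540/em590 at 0 and 20 min; normalized to enzyme-free and DMSO wells.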
# An asterisk follows results filed as active; ? = inconclusive; · = not tested or not shown; [ ] = remark or other dose. Unless noted, the call rests on the fitted dose curve; in most records, active means well fitted curve in the direction sought with a large enough effect; inconclusive means small, poorly fitted or top-dose-only effect, or another doubt; inactive means no such curve, though single readings can be large; an effect the other way counts as inactive or inconclusive. The list is partial. The share of hits here may be higher or lower than overall.
SMILES,TrxR1 substrate,GRP78 ERSR act,Vif-APOBEC3G blk,USP1-UAF1 inh,RXFP1 ag,Vif-A3F inh,PI4K2A inh,mIDH1 inhibitor,LDHA inh
Cc1nc2ccccn2c(=O)c1NC(=O)c1ccc(C(F)(F)F)cc1,4%[57.1 µM],-1%,3%,?,11%,6%,5,5%,3
Cc1cc(C)c(C)c(S(=O)(=O)N2C(=S)NC(=O)C2CC(C)C)c1C (configuration not stated),10%[57.1 µM],12%,-5%,-18%,-0.2%,-7%,2,1%,-2
CCOc1ncccc1C(=O)OCC(=O)Nc1c(C)cccc1C,10%,-5%,-1%,-7%,-0.9%,3%,-3,9%,-2
CCCCN1C(=N)N([C@@H](C)CN2CCC[C@H]2CN2C(N)=NC[C@H]2CC(C)C)C[C@H]1[C@H](C)CC,-1%,-4%,-1%,0%,·,4%,-4,-2%,-5
Cn1nc(C(=O)NC2CCC(O)CC2)c2ccccc2c1=O (configuration not stated),3%,-1%,-9%,-17%,-0.3%,-7%,2,-9%,-11
COCCNC(=O)C(=O)Nc1ccc2c(c1)N(S(=O)(=O)c1cccs1)CCC2,-1%,-4%,?,-23%,-1.0%,-4%,4,13%,-4
CCOc1ccccc1/C=N/Nc1nc2ccccc2o1,0%,?,-3%,-11%,3.7%,4%,-2,15%,-5
COc1ccccc1NC(=O)CSC1=Nc2ccccc2C2=NC(CC(=O)NCc3ccco3)C(=O)N12 (configuration not stated),1%[57.1 µM],2%,2%,-14%,8.0%,-1%,-3,11%,2
O=S(=O)(O)c1cc(O)c2ccc(Nc3ccccc3)cc2c1,-1%[2.29 µM],0%,1%,3%,·,-1%,-20,20%,39
Cc1nonc1NC(=O)c1oc2ccccc2c1C,9%,4%,5%,-18%,-0.4%,-14%,-3,1%,0
Cc1nc2c(C#N)c[nH]n2c(=O)c1Cc1ccccc1,18%,-2%,-6%,-22%,0.1%,-10%,-4,17%,2
CC(C)[C@@H](CO)NC(=O)c1ccc2c3n(nc2c1)-c1ccc(Cl)cc1CO3,8%[57.1 µM],1%,0%,23%,1.2%,1%,-8,1%,-2
COc1ccccc1N1CCN(CCN2C(=O)C3CCCCN3C2=O)CC1 (configuration not stated),-7%,-3%,1%,-6%,-3.6%,6%,-17,3%,-3
COc1ccc(CNC(=O)COC(=O)c2ccccc2C(=O)c2ccccc2)cc1,-6%,1%,0%,-3%,-1.7%,-1%,7,0%,-5
N#Cc1ccccc1NC(=O)C1CCCO1 (configuration not stated),·,-3%,-1%,?,·,5%,6,0%,-17
Cc1ccc(C)c(N2CCN(C(=O)C(C)n3nc(C)c4sc5ccccc5c4c3=O)CC2)c1 (configuration not stated),5%,-3%,0%,8%,3.2%,1%,-1,-5%,0
COc1cccc(C2CC(=O)Nc3c2c(=O)n(C)c(=O)n3C)c1OC (configuration not stated),4%,-4%,2%,?,0.8%,2%,0,-7%,-9
CN(C)c1ccc(-c2ccnc3c2CC(C)(C(=O)NCc2ccco2)O3)cc1 (configuration not stated),·,-3%,-15%,·,·,·,-2,·,-3
CC1CCN(S(=O)(=O)c2ccc3c(c2)N(CC(=O)NCCCN2C(C)CCCC2C)C(=O)CO3)CC1 (configuration not stated),6%,-3%,-4%,-23%,2.4%,5%,3,19%,-2
CNc1cncc(-c2ccc(F)c(F)c2)n1,·,0%,2%,·,·,·,5,·,-10
O=C1NC(=O)C2(COC3(CCCC3)OC2)S1,0%,-2%,-1%,0%,2.7%,0%,-1,5%,2
O=C(O)C(Cc1ccccc1)N1CCS(=O)(=O)CC1 (configuration not stated),5%[57.1 µM],-4%,0%,2%,0.1%,5%,1,0%,-4
CC(C)(C)c1ccc(C(=O)NNC(=O)C2CCCCC2)cc1,7%,2%,-11%,-26%,-1.4%,-2%,-2,8%,-1
CC(C)C(=O)Nc1nnc(SCC(=O)NCc2ccc3c(c2)OCO3)s1,-6%[57.1 µM],-5%,1%,-18%,2.7%,-1%,3,5%,-4
COCCCN1CC(=O)N2C(c3ccc(C)cc3)c3[nH]c4ccccc4c3C[C@H]2C1=O (some centres not stated),12%[57.1 µM],-2%,0%,-6%,4.3%,14%,-17,3%,-4

# 3 structures out of the list, arranged by heavy-atom count, falling:
SMILES,TrxR1 substrate,GRP78 ERSR act,Vif-APOBEC3G blk,USP1-UAF1 inh,RXFP1 ag,Vif-A3F inh,PI4K2A inh,mIDH1 inhibitor,LDHA inh
CCCCN1C(=N)N([C@@H](C)CN2CCC[C@H]2CN2C(N)=NC[C@H]2CC(C)C)C[C@H]1[C@H](C)CC,-1%,-4%,-1%,0%,·,4%,-4,-2%,-5
COc1cccc(C2CC(=O)Nc3c2c(=O)n(C)c(=O)n3C)c1OC (configuration not stated),4%,-4%,2%,?,0.8%,2%,0,-7%,-9
N#Cc1ccccc1NC(=O)C1CCCO1 (configuration not stated),·,-3%,-1%,?,·,5%,6,0%,-17

# Further structures:
SMILES,TrxR1 substrate,GRP78 ERSR act,Vif-APOBEC3G blk,USP1-UAF1 inh,RXFP1 ag,Vif-A3F inh,PI4K2A inh,mIDH1 inhibitor,LDHA inh
O=C1NC(c2cccc3ccccc23)Nc2ccccc21 (configuration not stated),20%[57.1 µM],2%,-40%,?,·,8%,-1,0%,-9
O=C(NNc1nc(-c2ccccc2)cs1)c1cccs1,4%,2%,-1%,-14%,-1.3%,-14%,7,2%,-2
O=C(CSc1nnc2ccccn12)Nc1ccccc1C(=O)O,10%,-7%,1%,-9%,9.6%,10%,2,-7%,-1
Cc1noc(C)c1C(=O)Nc1cccc(S(=O)(=O)N2CCOCC2)c1,-3%,-5%,-8%,-12%,1.7%,3%,6,0%,-2
Cc1ccc(N(C(=O)c2cnccn2)C(C(=O)NC2CCCCC2)c2ccc(O)cc2)cc1 (configuration not stated),4%[57.1 µM],-1%,2%,5%,0.1%,-4%,0,-5%,-3
O=C1CCN(CCCc2ccccc2)CCN1[C@H](CO)c1ccccc1,6%[57.1 µM],-1%,-2%,-30%,-0.2%,1%,8,9%,0
O=C(CCS(=O)(=O)c1cc(Br)cc2c1N(C(=O)C1CC1)CC2)N1CCN(c2cccc(Cl)c2)CC1,-8%,-2%,1%,-19%,-1.0%,-3%,1,0%,-14
Cc1sc2ncnc(N3CCC(C(=O)NNC(=O)c4ccc(Cl)cc4)CC3)c2c1C,0%,-3%,2%,-10%,1.8%,0%,0,-1%,-6
CCCCNC(=O)OCC(CC)NC(=O)OC(C)C (configuration not stated),-8%,0%,1%,-16%,0.9%,4%,-1,1%,-1
CCN(C(=O)CN1CCC(C(=O)OC)CC1)c1c(N)n(Cc2ccccc2)c(=O)[nH]c1=O,6%,-6%,0%,-21%,·,0%,-4,-1%,-13
Cc1ccccc1NC(=O)CSc1nnc(-c2ccccn2)o1,5%,-1%,0%,-9%,1.2%,-1%,-2,1%,0
COc1ccc(NC2CCCN(C(=O)c3ccncc3)C2)cc1 (configuration not stated),-9%,2%,1%,-4%,-2.6%,5%,3,-3%,8
CCn1c(SCC(=O)Nc2ccc(C)cc2Br)nnc1-c1nonc1NC(C)=O,-5%,0%,1%,-6%,-0.1%,-10%,-4,19%,-10
COCCNC(=S)NCc1cccs1,3%,-2%,5%,-10%,3.6%,0%,3,29%,0
CC(C)(C)c1ccc(/C=C2\SC(=O)N=C2N)cc1,1%,7%,5%,-19%,0.4%,-12%,-2,-4%,-8
CCn1cc([N+](=O)[O-])c(C(=O)Nc2ccc3c(c2)OCCO3)n1,10%,3%,0%,-9%,0.5%,-12%,0,7%,-5
CCc1cc2ccc(C)cc2nc1SCC(=O)Nc1cc(C)on1,10%[57.1 µM],-3%,-3%,-12%,19%,2%,6,10%,-8
COc1ccc2oc(=O)c(NC(=O)C3CCCCC3)cc2c1,18%,-1%,3%,2%,1.5%,-9%,-6,-1%,-1
CCN(CC(=O)Nc1cc(Cl)ccc1C)C(=O)CCc1nc2ccccc2c(=O)[nH]1,-2%,0%,3%,2%,0.6%,0%,4,6%,-7
COc1ccc2c(c1)oc1c(SCc3nc4ccccc4[nH]3)nc(C)nc12,1%[57.1 µM],3%,?,·,·,-1%,2,·,5
CC1CC(C)CN(C(=O)c2cccc(S(=O)(=O)Nc3cc(C(F)(F)F)ccc3Cl)c2)C1 (configuration not stated),1%,-5%,-4%,?,-0.4%,-35%,1,-6%,-1
CCOc1ccc(N2C(=O)c3ccccc3C2O)cc1 (configuration not stated),-2%[57.1 µM],-1%,-1%,-19%,3.5%,6%,-3,5%,-2
CN1C(=O)N(C)C2(c3ccccc3)Nn3c(s/c(=C/c4ccccc4)c3=O)=NC12c1ccccc1 (configuration not stated),-14%,1%,-1%,5%,1.3%,0%,3,-4%,0
NC(=S)N/N=C/c1c[nH]c2ccccc12,-6%,0%,-14%,-20%,1.1%,-1%,-3,2%,0
CCn1cc(CCC(=O)NCCN2CCOCC2)c2ccccc21,13%[57.1 µM],-1%,-1%,1%,0.8%,-20%,-2,9%,-6
COc1cc([N+](=O)[O-])cc(/C=N/N(CCC#N)C(C)=O)c1O,0%[57.1 µM],-8%,-7%,-20%,1.2%,10%,-3,16%,22
c1ccc2[nH]c(SCc3cn4ccccc4n3)nc2c1,0%,1%,-9%,-9%,-1.2%,18%,-10,-20%,-20
